PPARg SRC-2 ag: agonists of SRC-2 recruitment by human PPARgamma; PPARgamma LBD-SRC-2 recruitment, biochemical; P37231; 0.34% of 200,000 active; activation, % at 8 µM; in the data active = activation above about 22%;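 note: 0% = vehicle and 100% = reference agonist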
Target sequence (P37231 whole entry, looked up, the tested form may be a part): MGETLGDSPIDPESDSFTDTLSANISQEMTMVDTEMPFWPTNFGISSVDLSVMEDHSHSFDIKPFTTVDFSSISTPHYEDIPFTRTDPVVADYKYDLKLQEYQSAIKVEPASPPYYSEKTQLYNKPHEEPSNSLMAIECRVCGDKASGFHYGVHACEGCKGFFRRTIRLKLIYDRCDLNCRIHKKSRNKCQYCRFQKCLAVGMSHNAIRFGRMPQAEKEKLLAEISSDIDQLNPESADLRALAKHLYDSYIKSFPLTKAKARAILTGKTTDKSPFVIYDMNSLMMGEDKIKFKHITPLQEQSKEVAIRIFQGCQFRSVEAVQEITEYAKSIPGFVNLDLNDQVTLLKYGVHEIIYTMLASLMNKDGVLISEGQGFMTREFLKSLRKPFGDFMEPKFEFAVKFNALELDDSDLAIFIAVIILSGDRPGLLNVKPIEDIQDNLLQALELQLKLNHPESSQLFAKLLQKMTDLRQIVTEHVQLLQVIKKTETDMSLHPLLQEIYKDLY
STAT3 blocker: reduces IL-6 driven STAT3 reporter signal; AID 862; inhibition, % at 5.5 µM; U3A cells, IL-6 STAT3-luciferase reporter, luminescence; host cell line lacks STAT1; 0.89% of 190,000 active;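 active = inhibition above the mean inhibition across all screened compounds plus 3 SD, cut at about 44% in these data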;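 note: 0% = DMSO only wells and 100% = 100 µM nifuroxazide control wells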
SRC2 TRFRET art: flags TR-FRET format artefacts in PPARgamma SRC-2 recruitment agonist screen. 0.4% of 200,000 active. TR-FRET artefact counter-screen; stronger effect = higher value. TR-FRET ratio at 8 µM. AID 1049; in the data active = TR-FRET ratio above about 2000; note: inactives centre near 1500
TNAP act hiacc: TNAP (human) activation, high acceptor; AID 1136; purified TNAP, CDP-star luminescence, 1 M DEA, 30 min; stronger effect = higher value; 0 = EDTA background, 1 = DMSO-only activity; 200,000 tested, under 10 active; activation factor at 20 µM; P05186;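 active = activation factor at least 2 at 20 µM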
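Test system – human TNAP · Doses – 20 µM single point · Incubation – 30 min, room temperature · Signal – luminescent substrate turnover signal · Read-out basis – activation factor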
bIAP activator: increases bovine intestinal alkaline phosphatase activity; purified bovine IAP, CDP-star luminescence, 30 min; stronger effect = higher value; fold of DMSO-control signal, blank-subtracted; activation factor at 20 µM; 0.17% of 200,000 active; AID 1016;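 active = activation factor of 2 or more at 20 µM, a signal rise over negative controls twice the positive control's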
PPARg SRC-1 ag: agonists of human PPARgamma SRC-1 coactivator recruitment. P37231. PPARgamma-SRC-1 coactivator recruitment biochemical assay. activation, % at 8 µM. 0.41% of 200,000 active; in the data active = activation above about 19%;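 note: 0% = DMSO and 100% = reference agonist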
STAT3 act: STAT3 signaling activation; U3A cells, IL-6 STAT3-luciferase reporter, luminescence; 100% = signal with IL-6 EC80 alone; activation (% of control), % at 5.6 µM; 0.91% of 190,000 active; AID 871;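 active = activation above the screen-wide mean of compound activation plus 3 SD, cut at about 130% in these data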;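 note: 0% = background luminescence of wells with medium and substrate only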
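System – human U3A cells carrying STAT3-luciferase construct · Probe or stimulus – Interleukin-6, 33 ng/mL · Schedule – compound 1 h, then IL-6 6 h at 37 °C · Signal – luminescence from STAT3-driven luciferase reporter · Evaluation – percent of IL-6-only median luminescence · Benchmarks – IL-6-only high control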
PPARg SRC-3 ag: agonists of human PPARgamma SRC-3 coactivator recruitment; biochemical PPARgamma/SRC-3 coactivator recruitment assay; activation, % at 8 µM; 0.26% of 200,000 active; in the data active = activation above about 23%;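 note: 0% = DMSO and 100% = reference agonist; some compounds past the cut are filed as inactive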
ROMK mod: modulators of human ROMK potassium channel; P48048; Tet-inducible ROMK, thallium flux fluorescence; actives lie on both sides; B-score at 10 µM; 2% of 130,000 active;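 active = signal ratio slope over the read window, or its plate-corrected B-score, at least 3 SD from the plate mean, either direction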;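 note: B-score of the F/F0 ratio slope over 7 to 12 s after thallium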
Target sequence (P48048 whole entry, looked up): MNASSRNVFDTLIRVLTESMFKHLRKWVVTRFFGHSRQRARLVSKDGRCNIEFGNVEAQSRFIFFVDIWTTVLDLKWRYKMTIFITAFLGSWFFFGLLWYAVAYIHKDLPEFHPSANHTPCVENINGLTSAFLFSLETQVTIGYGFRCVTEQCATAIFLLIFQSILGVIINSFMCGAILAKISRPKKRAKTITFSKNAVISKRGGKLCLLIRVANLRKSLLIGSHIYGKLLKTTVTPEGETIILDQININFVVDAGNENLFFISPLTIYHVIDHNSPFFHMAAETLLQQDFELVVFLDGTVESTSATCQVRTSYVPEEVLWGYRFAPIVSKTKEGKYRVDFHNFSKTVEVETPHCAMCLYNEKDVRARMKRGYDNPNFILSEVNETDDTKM
STAT1 inh: inhibitors of IFN-gamma induced STAT1 signaling; NIH 3T3 STAT1-luciferase reporter, luminescence; inhibition, % at 5.5 µM; 0.35% of 200,000 active; AID 920;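 active = inhibition above a set limit, the mean inhibition across all tested compounds plus 3 SD, cut at about 34% in these data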;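 note: 0% = IFN-gamma with DMSO and 100% = IFN-gamma with 300 µM nifuroxazide; values of inactives mirror those of a sister screen read the other way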
bIAP inhibitor: intestinal alkaline phosphatase (bovine) inhibition; purified bovine IAP, CDP-star luminescence, 30 min; inhibition, % at 20 µM; 190,000 tested, under 10 active;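 active = over 50% inhibition of intestinal alkaline phosphatase at 20 µM in the single-dose screen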
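Assay system: bovine IAP enzyme; medium: DEA buffer 100 mM, pH 9.8, with MgCl2 1.0 mM, ZnCl2 0.02 mM; doses: 20 µM single dose; incubation: enzyme reaction for 30 min at room temperature; detection: CDP-star luminescence signal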
Starred values were filed as active, the others as inactive; . = no result given.

SMILES | PPARg SRC-2 ag | STAT3 blocker | SRC2 TRFRET art | TNAP act hiacc | bIAP activator | PPARg SRC-1 ag | STAT3 act | PPARg SRC-3 ag | ROMK mod | STAT1 inh | bIAP inhibitor
CCc1ccccc1NC(=O)CC1S/C(=N\c2nccs2)N(CC)C1=O (centres undefined) | 11.9 | -7.1 | 1488 | 1.1 | 0.9 | 7.7 | 111.9 | -0.9 | . | 9.5 | 10.5
Cc1ccc(/C=N/n2nnnc2N)cc1[N+](=O)[O-] | 3.2 | 9.1 | 1525 | 1 | 1 | 5.0 | 97.1 | 6.2 | . | -8.3 | 0.0
O=C(CN(Cc1ccc(F)cc1)C(=O)CCC(=O)Nc1ccccn1)NCc1ccco1 | 3.9 | 7.2 | 1655 | 1 | 1.1 | 6.8 | 96.1 | -10.9 | -0.00554 | 6.6 | -11.4
Cc1ccc2sc(N(CCCN(C)C)C(=O)c3ccc(Br)s3)nc2c1C | -2.5 | 5.8 | 1721 | 1 | 0.7 | 1.8 | 98.5 | 2.6 | -0.0996 | 0.7 | 34.1
CC(=O)NC(CCS(C)(=O)=O)C(=O)Nc1ccc(Cl)c(Cl)c1 (centres undefined) | 2.0 | 1.5 | 1712 | 1 | 0.9 | 3.6 | 98.1 | 8.0 | . | -9.7 | 5.2
CC(C)Oc1ccc(C(=O)Nc2ccc(N3CCCCC3)cc2)cc1 | 4.3 | 10.1 | 1542 | 1.1 | 0.8 | -1.8 | 91.4 | 3.0 | 0.0201 | -10.3 | 16.3
COC(=O)c1ccc(-c2nc(O)c3cnccn23)cc1 | 2.5 | 3.2 | 1332 | 1 | 0.9 | -0.1 | 100.9 | 3.9 | 0.893 | 7.6 | 14.7
O=[N+]([O-])c1ccc(O)c(/C=N/Nc2ccc(Cl)nn2)c1 | -0.4 | 13.0 | 1496 | 0.8 | 1 | -2.3 | 95.4 | 4.2 | 0.537 | -14.9 | -2.3
CCCCN1C(=O)/C(=C/C=C2/CC(C)(C)CN2C)SC1=S | 2.7 | -14.8 | 1514 | 0.6 | 1 | 1.8 | 114.9 | 3.5 | . | -27.8 | -0.4
COc1ccc(C(=O)C2CCCN(Cc3ccc(C#CCCO)cc3)C2)c(OC)c1 (centres undefined) | -5.0 | 1.6 | 1624 | 1.1 | 1.2 | -6.6 | 100.6 | -1.8 | -0.832 | 2.3 | -18.6
CC(NC(=O)c1noc2c1CCCC2)c1ccccc1 (centres undefined) | 2.0 | -4.8 | 1631 | 1 | 0.9 | 5.8 | 106.2 | 12.3 | -1.62 | 5.1 | 6.8
CC(C)C(=O)Nc1cccc(NC(=O)c2cc3ccccc3o2)c1 | 7.8 | 9.8 | 1529 | 1 | 0.9 | 4.2 | 93.6 | 3.1 | . | -30.9 | 9.3
COc1ccc(C2CC2C(C)=O)cc1 (centres undefined) | 7.1 | -1.3 | 1636 | 1 | 1.2 | 7.1 | 104.4 | 1.4 | 0.0775 | -3.5 | -16.3
CC(=O)Nc1ccccc1OCC(=O)c1ccc2c(c1)OCO2 | -6.0 | -0.5 | 1533 | 1 | 1 | 0.3 | 104.6 | -10.5 | -0.103 | -38.2 | 4.3
CC(O)CNc1nc2ccccc2n1CC(=O)NCC(F)(F)F (centres undefined) | 10.2 | 12.1 | 1611 | 1.1 | 0.9 | -0.8 | 96.6 | 1.1 | 0.00648 | 0.2 | 7.9
Cc1cc(C)c2c(NC(=S)Nc3ccccc3)n[nH]c2n1 | 12.2 | 14.8 | 1766 | 1 | 1.2 | 5.0 | 91.6 | -3.4 | -0.357 | -0.8 | -16.0
COc1cccc(NC(=O)CC2COc3ccccc3O2)c1 (centres undefined) | 1.9 | 6.5 | 1469 | 1 | 1 | 1.9 | 99.2 | -1.9 | 0.399 | -1.8 | 0.0
C=CCN1CCc2nc(N)sc2CC1 | -1.3 | -0.8 | 1390 | 1 | 0.8 | 5.4 | 102.8 | 0.6 | . | -7.0 | 16.6
Cn1c(C(=O)NCCc2ccsc2)cc2c(=O)n(C)c3ccccc3c21 | -1.4 | 29.6 | 1362 | 1.1 | 1.1 | -2.4 | 81.8 | -6.2 | . | -7.8 | -10.3
COCC(=O)N1CCC(Oc2ccc(C(=O)NCCc3ccncc3)cc2)CC1 | -0.1 | 1.1 | 1622 | 1 | 1.1 | -4.7 | 102.0 | 7.0 | 0.313 | -12.3 | -12.7
O=S(=O)(c1ccc(F)cc1)N1CCN(c2ccccn2)CC1 | 5.5 | 18.5 | 1695 | 1 | 0.9 | 0.7 | 91.1 | 7.6 | 1.61 | 7.4 | 8.4
O=C1C2CCCCN2C(=O)N1CCCCN1CCN(c2ccc([N+](=O)[O-])cc2)CC1 (centres undefined) | 4.5 | 10.9 | 1527 | 1 | 0.7 | 6.4 | 91.1 | 0.6 | 0.81 | -1.3 | 31.9
CCCCc1nc(NCCN)c(C#N)c2c1CSC(C)(C)C2 | 2.0 | 0.7 | 1641 | 1.1 | 0.9 | 5.4 | 104.6 | 0.1 | -3.92* | -1.5 | 7.5
Cn1nc(C(=O)Oc2cc(=O)n(C)c3ccccc23)c2ccccc2c1=O | 12.7 | 10.0 | 1746 | 1 | 1 | 3.2 | 95.5 | 3.9 | 0.221 | -5.0 | 1.8
CCC1CCc2c(sc(N)c2C(N)=O)C1 (centres undefined) | 16.6 | 9.1 | 1603 | . | . | 1.8 | 93.3 | 8.8 | . | 1.5 | .

The closing 3 entries of the part before come first, to join the parts.
SMILES | PPARg SRC-2 ag | STAT3 blocker | SRC2 TRFRET art | TNAP act hiacc | bIAP activator | PPARg SRC-1 ag | STAT3 act | PPARg SRC-3 ag | ROMK mod | STAT1 inh | bIAP inhibitor
CCCCc1nc(NCCN)c(C#N)c2c1CSC(C)(C)C2 | 2.0 | 0.7 | 1641 | 1.1 | 0.9 | 5.4 | 104.6 | 0.1 | -3.92* | -1.5 | 7.5
Cn1nc(C(=O)Oc2cc(=O)n(C)c3ccccc23)c2ccccc2c1=O | 12.7 | 10.0 | 1746 | 1 | 1 | 3.2 | 95.5 | 3.9 | 0.221 | -5.0 | 1.8
CCC1CCc2c(sc(N)c2C(N)=O)C1 (centres undefined) | 16.6 | 9.1 | 1603 | . | . | 1.8 | 93.3 | 8.8 | . | 1.5 | .
COc1ccc(OCCSc2nc3ccccc3n2CC(=O)O)cc1 | 8.3 | 4.0 | 1689 | 1.1 | 0.9 | 3.7 | 100.2 | 5.3 | . | 1.6 | 9.4
Cn1ncc2c(N3CCN(c4ccccc4F)CC3)ncnc21 | -1.6 | 20.5 | 1493 | 1 | 1 | -8.5 | 87.1 | -13.9 | -1.01 | 5.9 | 3.4
CC(C)c1ccc(NC(=O)c2cccnc2)cc1 | -8.5 | 14.7 | 1463 | 1.1 | 0.9 | -2.8 | 89.4 | 2.4 | 0.0174 | -47.0 | 8.2
CCOc1ccc(-c2cc(N3C(=O)Nc4ccccc4N3O)n[nH]2)cc1 | 9.1 | 10.4 | 1520 | 1.1 | 1.1 | 4.3 | 92.9 | -0.4 | -0.00549 | -0.2 | -6.2
CCOC(=O)c1ccc(NC(=S)N(CCCN(CC)CC)Cc2ccco2)cc1 | 12.7 | -0.3 | 1717 | 1.1 | 0.9 | 6.0 | 100.5 | 5.0 | 0.106 | -1.3 | 9.7
O=C(NNS(=O)(=O)c1ccccc1F)c1cccc(S(=O)(=O)N2CCOCC2)c1 | -7.7 | -2.7 | 1479 | 1 | 1.1 | -9.9 | 102.2 | -1.6 | . | 1.4 | -5.5
S=C(Nc1ccccc1)Nc1nc2ccccc2n1CCOc1ccc(Cl)cc1 | -1.5 | -4.5 | 1503 | 1 | 0.7 | -2.5 | 102.5 | 2.6 | . | -6.3 | 28.5
COC(CNC(=O)c1ccc(Cn2c(=S)[nH]c3cc4c(cc3c2=O)OCO4)cc1)OC | -4.9 | 8.2 | 1672 | 1 | 1 | -6.5 | 102.7 | -5.7 | . | -1.4 | -2.2
CNCCC1Sc2ccccc2Oc2ccccc21 (centres undefined) | 0.3 | 3.5 | 1394 | 1 | 1 | 0.9 | 98.2 | -2.6 | -1.87 | -0.2 | 4.3
COc1ccc(NC(=O)CSc2nnc3n2CCCCC3)cc1 | -5.1 | 9.4 | 1396 | 1 | 1.1 | 6.7 | 96.6 | 0.9 | -0.0234 | -3.4 | -9.2
COCCN(Cc1cc2cc(C)ccc2n2nnnc12)C(=S)Nc1cccc(C)c1 | 2.6 | 4.9 | 1712 | 1 | 1 | 11.7 | 101.3 | 2.6 | -0.598 | -8.0 | 2.7
N#Cc1cccc(NC(=O)C2SC(=Nc3ccccc3)C(C(=O)N3CCOCC3)=C2N)c1 (centres undefined) | -5.8 | -6.8 | 1471 | 1 | 0.7 | -5.4 | 103.6 | 0.0 | 0.686 | -8.9 | 30.1
N#Cc1c(-c2ccco2)cc(C2CC2)nc1N | -0.2 | 1.7 | 1760 | 1 | 1 | 2.0 | 101.8 | -1.9 | -0.821 | 1.2 | 3.2
COCCCNC(=O)c1ccc(N2CCOCC2)c(NS(=O)(=O)c2ccc(OC)cc2)c1 | 2.1 | 18.2 | 1520 | 1.1 | 0.7 | 0.2 | 88.9 | 2.5 | 0.208 | 7.7 | 32.2
Cc1ccc(NC(Cc2cc(C)no2)c2ccccc2)cc1 (centres undefined) | -2.8 | -8.0 | 1430 | 1.1 | 1.1 | -5.9 | 107.8 | -3.6 | -0.251 | 0.8 | -9.7
CCCOc1ccc(S(=O)(=O)NNC(=O)c2cc3ccccc3o2)cc1 | -9.3 | 13.2 | 1429 | 1 | 1.1 | -3.0 | 91.5 | -1.3 | -0.202 | 7.0 | -13.7
Cc1cc(N2CCOCC2)ccc1/C=C1\SC(=O)N(C(C)C)C1=O | 4.0 | 4.3 | 1523 | 1 | 0.9 | -1.9 | 100.5 | 12.6 | -1.29 | -22.7 | 11.4
Cc1ccc(-n2c(SCc3nnc4n3CCC4)nnc2-c2ccccc2)cc1 | -0.7 | 2.7 | 1564 | 1 | 1 | -3.3 | 102.2 | -3.1 | . | 0.6 | -1.4
Cc1cc(Nc2ccccc2)n(CCOC(=O)COc2ccccc2)n1 | 2.2 | 0.6 | 1380 | 1.1 | 1.1 | 1.9 | 103.0 | -1.4 | . | -2.6 | -5.6
O=C(O)CN(c1ccc(F)cc1)S(=O)(=O)c1ccc2c(c1)OCCO2 | 1.8 | 10.6 | 1644 | 1.1 | 1 | 3.2 | 95.3 | -0.8 | -0.812 | 2.7 | 4.0
COc1ccc(CNC(=O)CCOc2ccc(C(C)(C)C)cc2)cc1 | -8.7 | -4.8 | 1440 | 1 | 1 | -7.5 | 103.9 | 1.9 | 1.77 | 4.2 | 4.4
CCCC1(C)SC(NC(C)=O)=NN1C(C)=O (centres undefined) | -4.3 | 6.2 | 1669 | 1 | 1 | 0.7 | 98.3 | 4.6 | . | 9.4 | 0.6
O=C(CSc1nc2ccccc2s1)Nc1ccc(N2CCOCC2)c(Cl)c1 | 2.7 | -17.4 | 1436 | 1 | 0.9 | 7.0 | 113.2 | 2.5 | . | -9.1 | 13.1
